# CHT allo act = allosterically activates the human high affinity choline transporter; AID 488977; B-score at 10 µM; hit rate 0.49% among 310,000; Q9GZV3; CHT-expressing cells, membrane potential dye, choline EC20; active compounds read high; LV-AA mutant CHT in HEK293 cells;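 active = initial fluorescence not abnormally high and integrated response B-score, plate-corrected, over 3 SD above library mean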
# Target sequence (Q9GZV3 whole entry, looked up): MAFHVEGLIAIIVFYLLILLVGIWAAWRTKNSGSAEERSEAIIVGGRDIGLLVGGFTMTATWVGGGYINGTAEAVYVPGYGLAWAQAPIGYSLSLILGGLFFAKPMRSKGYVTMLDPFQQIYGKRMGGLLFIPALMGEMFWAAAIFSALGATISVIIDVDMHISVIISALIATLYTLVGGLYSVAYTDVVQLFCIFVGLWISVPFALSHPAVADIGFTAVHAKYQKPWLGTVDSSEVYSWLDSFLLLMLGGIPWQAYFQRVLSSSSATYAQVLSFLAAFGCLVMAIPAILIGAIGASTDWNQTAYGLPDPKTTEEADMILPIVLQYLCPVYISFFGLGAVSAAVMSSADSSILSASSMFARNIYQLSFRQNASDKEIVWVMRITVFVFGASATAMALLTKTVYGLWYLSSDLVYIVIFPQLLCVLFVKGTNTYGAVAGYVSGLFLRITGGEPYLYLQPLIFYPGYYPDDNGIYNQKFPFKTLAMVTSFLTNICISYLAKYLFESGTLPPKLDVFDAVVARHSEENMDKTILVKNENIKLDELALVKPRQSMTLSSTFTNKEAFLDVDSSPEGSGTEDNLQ
# CHT block = human CHT choline transport inhibition; Q9GZV3; CHT-expressing cells, membrane potential dye, choline response; active compounds read low; B-score at 10 µM; hit rate 0.86% among 310,000; AID 488975;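 active = B-score over 3 SD under the library average, and starting fluorescence ratio not unusually high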;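 note: choline stimulus applied at its EC90 after an EC20 pre-addition; B-score computed on integrated fluorescence ratio after choline addition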
# An asterisk follows results filed as active; i = inactive.
smiles	CHT allo act	CHT block
COc1cccc(N2CCN(C3CC(=O)N(c4ccc(Cl)cc4)C3=O)CC2)c1 (stereo not given)	i	i
CC(=NCCN1CCNCC1)C1=C(O)CC(C)(C)CC1=O	i	i
Cc1nn(-c2ccccc2)c(N)c1N=Nc1cccc(S(=O)(=O)N2CCOCC2)c1	i	i
CCCNC(=O)C(Cc1ccccc1)NS(=O)(=O)c1ccc2c(c1)CCC(=O)N2 (stereo not given)	i	i
CN(C(=O)c1ccc2c(c1)SC1=NS(=O)(=O)CCN12)C(c1ccccc1)c1ccccc1	i	i
C=CCOc1ccc(C2C(C#N)=C(N)N(Nc3ccccc3)C3=C2C(=O)CCC3)cc1OC (stereo not given)	i	i
COC(=O)c1ccc(NC(=O)CSc2ccc(-c3ccccn3)nn2)cc1	i	i
COc1ccc(NC(=O)CSc2nnc(NC(=O)C3CCC3)s2)cc1	i	i
O=C(c1ccco1)N1CCN(C(c2ccccc2Cl)c2nnnn2Cc2cccs2)CC1 (stereo not given)	i	i
CCCn1c2ccccc2c2cnn(CC(=O)NCCCOC)c(=O)c21	i	i
C/C(=N/NC(=O)CN1CCN(S(=O)(=O)c2ccc(C)cc2)CC1)c1cccc(O)c1	i	i
O=C(NCc1ccccc1F)C1CCCN1S(=O)(=O)c1ccc(Cl)cc1 (stereo not given)	i	i
C=CCNc1cnn(-c2ccc(C)cc2)c(=O)c1Sc1ccc(C)cc1	i	i
Cc1ccc(NC(=O)CSc2nc3ccccc3nc2N2CCCC2)cc1	i	i
Cn1c(=O)c2c(nc(CN3CCN(c4ccc(F)cc4)CC3)n2Cc2ccccc2F)n(C)c1=O	i	i
COc1ccc(C(C)C)cc1S(=O)(=O)Nc1ccccn1	i	i
CCCCCNC(=O)N[C@H](C(=O)O)C(C)C	i	i
CC(=O)N[C@@H](Cc1c[nH]c2ccccc12)C(=O)OCc1cc(C(F)(F)F)cc(C(F)(F)F)c1	i	i
Cn1ncc2c(Nc3ccccc3Cl)nc(Nc3ccccc3Cl)nc21	i	i
O=C(N/N=C\C1CC=CCC1)c1ccc(Br)o1 (stereo not given)	i	i
O=C(Nc1ccccc1O)c1ccc2c(c1)C(=O)N(Cc1ccco1)C2=O	i	i
COCCSc1ccccc1C(=O)N1CCC(Cc2ccccc2)CC1	i	i
N#CC1CCN(C(=O)c2ccc3c(Cl)c4c(nc3c2)CCCC4)CC1	i	i
O=c1[nH]c2ccccc2nc1NCCN1CCOCC1	i	i
O=C(CSc1nnnn1C1CCCCC1)N1c2ccccc2Sc2ccccc21	i	i
O=C(CCC(=O)Nc1nnc(C2CCCCC2)s1)Nc1ccccc1	i	i
CN1CCN(C(=O)c2ccc(CNS(=O)(=O)c3cccc(Cl)c3)cc2)CC1	i	i
O=C(c1oc2ccccc2c1N1CCCCC1)N1CCCCC1	i	i
CCOc1ccc(NC(=O)c2c3c(nc4ccccc24)CCC3)cc1	i	i
CCCN1C(=O)C(Cc2nc3ccccc3c(=O)n2-c2ccccc2)c2cc(C)ccc21 (stereo not given)	i	i
COC(=O)Cn1c(CN2CCOCC2)nc2c1c(=O)[nH]c(=O)n2C	i	i
CCCCCOC(=O)CSc1nnc(-c2ccccc2)c(=O)[nH]1	i	i
Cc1ccc(-c2csc(NC(=O)c3ccc4c(=O)n5c(nc4c3)CCCCC5)n2)cc1	i	i
CC1=C(C(=O)OCc2ccc3c(c2)OCO3)C(c2ccccc2)NC(=O)N1 (stereo not given)	i	i
Cc1ccc(CSC2=CS(=O)(=O)c3ccccc3N2)cc1	i	i
CCn1c(=O)c(CCC(=O)N2CCOCC2)c(C)c2c(C)nn(-c3ccccc3)c21	i	i
C=C(C)C(=O)OCC(=O)NCc1ccccc1	i	i
COc1ccccc1CNC(=O)CN(C)S(=O)(=O)c1ccc2c(c1)n(C)c(=O)c(=O)n2C	i	i
Cc1cccc(NC(=O)CS(=O)(=O)c2c[nH]c3ccccc23)c1C	i	i
CC1CN(CCCCOc2ccc(C(C)C)cc2)CC(C)O1 (stereo not given)	i	i

# Pulled by compound from above, 2 records:
smiles	CHT allo act	CHT block
CCn1c(=O)c(CCC(=O)N2CCOCC2)c(C)c2c(C)nn(-c3ccccc3)c21	i	i
COC(=O)c1ccc(NC(=O)CSc2ccc(-c3ccccn3)nn2)cc1	i	i

# Later entries
smiles	CHT allo act	CHT block
COc1ccccc1NC(=O)N1CCN(Cc2ccc3c(c2)OCO3)CC1	i	i
O=C(N=c1ccn(-c2nc3ccccc3nc2NS(=O)(=O)c2ccc(Cl)cc2)cc1)c1ccccc1Cl	i	i
CCOC(=O)c1csc(NNC=O)n1	i	i
NC(=NCc1ccccc1)c1cccc([N+](=O)[O-])c1	i	i
Cc1ccc(CNC(=O)c2nn(C)c(C)c2[N+](=O)[O-])cc1	i	i
COc1ccc(NC(=O)Cc2c(F)cccc2Cl)cc1	i	i
O=C(NCc1ccccn1)Nc1ccc(F)cc1	i	i
COc1ccc(/C=C2\Oc3cc(OCC(=O)N4CCC(C(=O)O)CC4)ccc3C2=O)c(OC)c1OC	i	i
OCCC1CN(Cc2cnc(-c3ccccc3)s2)CCN1Cc1ccccc1 (stereo not given)	i	i
Cc1cc(C(=O)Nc2cc(C(F)(F)F)ccc2N2CCOCC2)no1	i	i
S=C(Nc1ccccc1Cl)N1CCCCC1	i	i
Cn1c(=O)[nH]c(=O)c2c1[nH]c(=S)n2Cc1ccc(Cl)cc1	i	i
O=C(CN1CCN(c2ncccn2)CC1)N1CCc2ccccc21	i	i
CC(C)C(=O)Nc1c2c(nn1-c1ccc(F)cc1)CSC2	i	i
O=C(CN1CCN(c2ccccc2)CC1)Nc1ccccc1Cl	i	i
Cn1c(=O)c2c(ncn2CC(=O)NCc2cccnc2)n(C)c1=O	i	i
COc1ccc(Cc2nnc(NC(=O)Nc3ccc(F)cc3)s2)cc1	i	i
CCOC(=O)C1(Cc2ccccc2)CCCN(C(=O)C=C(C)C)C1 (stereo not given)	i	i
O=C(OCc1ccc([N+](=O)[O-])cc1)C1CC(=O)N(c2ccccc2)C1 (stereo not given)	i	i
O=C(c1ccc(F)cc1)N1CCCCC(Sc2nnnn2-c2ccccc2)C1=O (stereo not given)	i	i
CC(=O)N1CCN(c2ccc([N+](=O)[O-])c(NCC3CCCO3)c2)CC1 (stereo not given)	i	i
O=C(Nc1c2c(nn1-c1ccccc1)CS(=O)(=O)C2)c1ccccc1C(F)(F)F	i	i
O=C(Cn1c(C(F)(F)F)nc2ccccc21)c1ccc(F)cc1	i	i
CN1CCCC1CCNc1ccc2c(=O)c3ccccc3oc2c1 (stereo not given)	6.44*	i
NC(=O)CC(NC(=O)c1ccccc1)c1ccc(N2CCC(N3CCCC3)CC2)c([N+](=O)[O-])c1 (stereo not given)	i	i
O=C(NCCN1C(=O)S/C(=C\c2ccc(Cl)c(Cl)c2)C1=O)C1COc2ccccc2O1 (stereo not given)	i	i
CCOc1ccc(-c2nnn(CC(=O)NCc3ccc(OC)cc3)n2)cc1OCC	i	i
O=C1c2ccccc2C(=O)N1Cc1cc(-c2ccc(Cl)cc2)no1	i	i
CC(C)OCCCn1c(=O)c2ccccc2n2c(CCC(=O)O)nnc12	i	i
COc1ccc(-c2nn(C)c(=O)c3ccccc23)cc1NC(=O)Cn1nc(C)c2ccccc2c1=O	i	i
CCOC(=O)c1cc(-c2ccc(F)cc2)n(CC(=O)NCc2cccnc2)c1C	i	i
Cc1ccc(-n2ncc3c(Nc4cccc(C(=O)O)c4)ncnc32)cc1	i	i
COCCNC(=O)C(c1ccc(C)o1)N(Cc1ccc(OC)cc1)C(=O)Cn1nnc2ccccc21 (stereo not given)	i	i
CCSc1nnc(NC(=O)CCc2ccc(OC)cc2)s1	i	i
Cc1ccc(C(C)C)c(OCCn2ccnc2C)c1	i	i
COc1ccc(CCN2C(=O)NC(NC(C)=O)(C(F)(F)F)C2=O)cc1OC (stereo not given)	i	i
O=C(c1ccc(Cl)cc1)N1CCN(c2cc(=O)[nH]nc2-c2ccccc2)CC1	i	i
COC(=O)C1CCN(C(=O)COC(=O)CSc2ccc(C(N)=O)cc2[N+](=O)[O-])CC1	i	i
Brc1ccc(-c2csc(N/N=C/c3ccc4c(c3)OCO4)n2)cc1	i	i
COc1ccc(-c2csc(N)n2)cc1	i	i
O=c1c2ccccc2oc2ccc(Oc3ccccc3)cc12	i	i
NC(=O)COc1ccc(/C=N\NC(=O)CC(=O)NCCc2ccccc2)cc1	i	i
NC(=O)C(F)(F)C12OC3C4C5CC(C6C5C3C61)C42 (stereo not given)	i	i
OCc1ccccc1CNCc1ccccc1	i	i
CCOC(=O)Cn1c(CCC(=O)O)ccc1-c1ccc(F)cc1	i	i
Cc1cc(C)c(NC(=O)CSc2nnnn2-c2cccnc2)c(C)c1	i	i
Cc1ccccc1N1CC(C(=O)Nc2nnc(SCCN3CCOCC3)s2)CC1=O (stereo not given)	i	i
Fc1ccccc1NC(=S)N(CCN1CCCCCC1)Cc1cccs1	i	i
CCNc1nc(Oc2ccc(C#N)cc2)cc(C(F)(F)F)n1	i	i
CN1CCN(C(=O)c2ccc(CSc3nc4ccncc4n3Cc3ccc(F)cc3)cc2)CC1	i	i
CCC(C)N1CCN(S(=O)(=O)Cc2ccccc2)CC1 (stereo not given)	i	i
Cc1ccc(C=Nc2ccccc2C(N)=O)o1	i	i
COC(=O)c1c(-c2c(Cl)cccc2Cl)noc1C(=O)NNC(=O)N(C)C	i	i
Nc1cccc(-c2nnc3n2CCCCC3)c1	i	i
Cc1cc(NC(=O)CN2CCN(C)CC2)no1	i	i
O=C(/C=C/c1ccccc1)Nc1ccc(N2CCCCC2)cc1	i	i
O=C(O)c1ccc(N2C(=O)c3[nH]nc(-c4ccccc4)c3C2c2ccccc2)cc1 (stereo not given)	i	i
COc1ccc(Oc2nc(C(F)(F)F)nc3ccccc23)cc1	i	i
CCCCNC(=O)CNC(=O)c1nn(-c2ccc(OC)cc2OC)c(=O)c2ccccc12	i	i
N/C(=N\OC(=O)c1ccco1)c1ccccn1	i	i

# Record cards, as listed above. Screens in order: CHT allo act	CHT block
# Entry for `Fc1ccccc1NC(=S)N(CCN1CCCCCC1)Cc1cccs1` : i	i
# Entry for `O=c1c2ccccc2oc2ccc(Oc3ccccc3)cc12` : i	i
# Entry for `O=C(/C=C/c1ccccc1)Nc1ccc(N2CCCCC2)cc1` : i	i
# Entry for `Cc1ccc(C=Nc2ccccc2C(N)=O)o1` : i	i

# Carrying on:
smiles	CHT allo act	CHT block
CCc1nc(N2CCN(C(=O)c3ccco3)CC2)c2c3c(sc2n1)CCCC3	i	i
CC1CCc2nc(N)c(C#N)c(-c3cccnc3)c2C1 (stereo not given)	i	i
COCc1cc(C)nc2sc(C(=O)Nc3ccccc3OC)c(N)c12	i	i
CCc1ccc(CN(C(=O)COc2c(C)cccc2C)C2CCS(=O)(=O)C2)cc1 (stereo not given)	i	i
CC1(C)CC(=O)C(C=NCCN2CCN(C(=O)CCl)CC2)=C(O)C1	i	i
O=C(Nc1ccc(S(=O)(=O)N2CCCC2)cc1Cl)C1=COCCO1	i	i
COCCCNC(=O)COC(=O)c1ccc(-c2nc3ccccc3s2)s1	i	i
O=C(NC(=S)N1CCc2ccccc21)c1ccccc1	i	i
Cc1ccccc1C(=O)Nc1ccc2c(c1)OCO2	i	i
Cc1ccc(O)c(NC(=O)c2ccc3c(c2)C(=O)N(CC(C)C)C3=O)c1	i	i
CNc1c(-n2cc(C(=O)OC)c(C(=O)OC)c2C(=O)OC)c(=O)n(C)c(=O)n1C	i	i
COc1ccc(C2=NN(C(=O)c3cccs3)C(c3ccc(OC)cc3)C2)cc1 (stereo not given)	i	i
Cc1ccc(C(=O)N2CCN(S(=O)(=O)c3ccc(C)c([N+](=O)[O-])c3)C2)cc1	i	i
OCC[C@H]1C[C@H](O)[C@@H](O)[C@@]2(CCc3ccccc3CO2)O1	i	i
NNC(=O)COc1ccc(C2SCCS2)cc1	i	i
CCC1CCCCN1CCCNC(=O)CC1Oc2ccccc2NC1=O (stereo not given)	i	i
COCCCNCC(O)C(F)(F)F (stereo not given)	i	i
Cc1cc2cc(CN(CCCN3CCOCC3)C(=O)NC3CCCCC3)c(=O)[nH]c2cc1C	i	i
CCC(=O)Nc1cc(=O)[nH]c2ncnn12	i	i
Cc1ccc(C2CCN(C(=S)NC(C)C)C2)cc1 (stereo not given)	i	i
Cc1cccc(Cn2c(N3CCCCC3C)nc3c2c(=O)[nH]c(=O)n3C)c1 (stereo not given)	i	i
Cc1nc(C)c(-c2csc(NCc3ccco3)n2)s1	i	i
COc1cccc(CSc2nnc(-c3ccncc3)n2N)c1	i	i
CCn1c(SCC(=O)Nc2ccc(C(C)=O)cc2)nc2nc3c(cc2c1=O)COC(C)(C)C3	i	i
CCc1ccc(/C=C2\SC(=S)N(CCCC(=O)Nc3ccccn3)C2=O)cc1	i	i
CC1(C)CC(=O)C2=C(C1)OC(N)=C(C#N)[C@@H]2c1ccccc1[N+](=O)[O-]	i	i
O=C(c1cc[n+]([O-])cc1)N1CCCC(N2CCN(c3cccc(C(F)(F)F)c3)CC2)C1 (stereo not given)	i	i
CNc1ncc(C(=O)c2ccc(Cl)cc2)s1	i	i
CC1=C(C(=O)Nc2ccccc2)C(c2ccco2)NC(=S)N1 (stereo not given)	i	i
CSCC[C@H](NC(=O)OCc1ccccc1)C(=O)O	i	i
CCOC(=O)c1cc(NC(=O)c2cccnc2)ccc1N1CCOCC1	i	i
CCc1ccc(NC(=O)Nc2ccon2)cc1	i	i

# Bioassay records: PubChem BioAssay, Johns Hopkins Ion Channel Center
